BL2 CD40 inh: CD40 pathway inhibition in BL2 cells. inhibition, % at 10 µM. hit rate 0.94% among 83,000. AID 1053188. BL2 NF-kB luciferase reporter, CD40L-induced, 4 h;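 active = mean inhibition of at least 50% with a set share of replicates also reaching that level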;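 note: 0% = neutral control wells and 100% = IKK inhibitor VII at 50 µM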
Starred values were filed as active, the others as inactive; [ ] = remark or other dose. Only part of the results is shown (hit frequency here may not be typical).

SMILES	BL2 CD40 inh
CCCn1c(Cc2ccccc2)nnc1SC(C)C(=O)NC1CC1 (stereo not given)	3
Cc1ccc(S(=O)(=O)N2CCN(S(=O)(=O)c3cccs3)CC2)cc1	3
C[C@H](CO)N1C[C@H](C)[C@H](CN(C)S(=O)(=O)c2cccs2)OCc2cnnn2CCCC1=O	1[25 µM]
O=C(CSc1nc2[nH]ncc2c(=O)[nH]1)Nc1cc(C(F)(F)F)ccc1Cl	2
COc1cccc(CN2CC(C(=O)NCc3ccc(C)o3)CCC2=O)c1 (stereo not given)	-3
CCC1(c2ncc[nH]2)Cc2ccccc2O1 (stereo not given)	-4[25 µM]
O=C(C[C@@H]1C[C@@H]2c3cc(NC(=O)NC4CCCC4)ccc3O[C@@H]2[C@H](CO)O1)NCc1ccccc1	-6
CC(=O)N[C@@H](Cc1c[nH]c2ccccc12)C(=O)OCC(=O)Nc1ccc2c(c1)OCO2	-6
O=C(NCc1cccnc1)c1csc([C@@H]2O[C@H](CO)[C@H](O)[C@H](O)[C@H]2O)n1	4
C/C=C/c1ccc([C@@H]2[C@@H](CO)N3C(=O)CN(Cc4ccc(F)cc4)C[C@@H]23)cc1	-1[25 µM]
COc1ccc(C(=O)C2CCCN(Cc3nc4ccccc4nc3C)C2)cc1OC (stereo not given)	0
CC(C)(C)c1cc(C(=O)NNS(=O)(=O)c2ccccc2)n[nH]1	-3
CCN(C[C@H]1[C@H](c2ccccc2)[C@H](CO)N1C(=O)COC)S(C)(=O)=O	2[25 µM]
O/N=C/C1=C(Cl)c2ccccc2CC1	0
COCCNS(=O)(=O)c1ccc(C)c(C)c1C	12
Cc1c(C)n2c(SCC(=O)NC3CCCCC3)nnc2[nH]c1=O	7
COc1ccc(NC(C)=O)cc1S(=O)(=O)N1CCc2ccccc21	4
CC(C)n1cc(C#N)c(N)n1	-8
COc1cc(C(=O)OCC(=O)N2CCCC2)cc(OC)c1OC	8
O=C(CC1Nc2ccccc2NC1=O)NCCc1ccccc1 (stereo not given)	0
COc1ccc(C2NS(=O)(=O)N=C2N)cc1 (stereo not given)	2
CN(/C(=N/S(=O)(=O)c1ccccc1)c1ccccc1)S(=O)(=O)c1ccccc1	4
COc1ccc(-n2nc(C(=O)NCC(=O)N3CCC(C)CC3)c3ccccc3c2=O)cc1	-42
CN=C1SC(CC(=O)NCCc2ccc(OC)c(OC)c2)C(=O)N1C (stereo not given)	-12
CC(C)(C)CC(C)(C)N=C1NS(=O)(=O)c2cc([N+](=O)[O-])ccc21	9
C[C@]1(C2CCCC2)Cc2cc(OCC(=O)O)c(Cl)c(Cl)c2C1=O	4
CC1CN(S(=O)(=O)c2cccc(C(=O)NCC(c3cccs3)N3CCOCC3)c2)CC(C)O1 (stereo not given)	-4
CO[C@H]1CN(C)C(=O)c2ccc(NC(=O)C3CCC3)cc2OC[C@H](C)N(Cc2cccnc2)C[C@H]1C	-1
CNC(=O)C[C@H]1CC[C@@H]2[C@H](COC[C@@H](O)CN2Cc2ccccc2F)O1	-13[25 µM]
CCOc1cc(N2CCOCC2)c(OCC)cc1NC(=O)C1CCCC1	9
Fc1ccc(CSc2ncnc3c2ncn3C2CCCCO2)cc1 (stereo not given)	-53
NC(=O)c1c(NC(=O)COC(=O)c2ccc(O)c(Cl)c2)sc2c1CCCC2	1
CC(NC(=O)c1cc(S(=O)(=O)N(C)C)ccc1N1CCCC1)C1CC2CCC1C2 (stereo not given)	7
COc1ccccc1N1CCN(S(=O)(=O)CCNC(=O)CCCc2ccccc2)CC1	-53
O=C1NC(=S)SC1=Cc1ccccc1Cl	5
CN(C)C(=O)C12CCC(C)(c3nc4ccccc4nc31)C2(C)C (stereo not given)	15
Cc1cc(C)c(S(=O)(=O)N2CCN(C3CC(=O)N(c4ccccc4Cl)C3=O)CC2)c(C)c1 (stereo not given)	-5
COc1cccc(-c2cn(CC[C@@H]3CC[C@H](NS(=O)(=O)c4ccccc4Cl)[C@H](CO)O3)nn2)c1	-1[25 µM]
O=C(CSc1nc(=O)n(CCCN2CCOCC2)c2c1CCCC2)Nc1cccc(F)c1	2
COc1ccc(Cc2nnc(SCC(=O)Nc3ccc(C)c(Cl)c3)[nH]c2=O)cc1	10

Not a retest: entries from further up.
SMILES	BL2 CD40 inh
COc1ccc(C2NS(=O)(=O)N=C2N)cc1 (stereo not given)	2
CN(/C(=N/S(=O)(=O)c1ccccc1)c1ccccc1)S(=O)(=O)c1ccccc1	4

(further entries)
SMILES	BL2 CD40 inh
Cc1cc(C(=O)COC(=O)c2n[nH]c(=O)c3ccccc23)c(C)n1C(C)C	-36
O=C(Nc1ccnn1C1CCN(CCCC2CCCC2)CC1)c1ccccc1	8
COc1cc(/C=C/C(=O)OCC(=O)NCCc2ccc(F)cc2)ccc1OC(F)F	1
N#C[C@@H]1[C@@H](c2ccc(C#CC3CCCC3)cc2)[C@H](CO)N1C(=O)Nc1ccc(F)cc1	21
O=C(O)c1cccc(S(=O)(=O)Nc2cccc3ccccc23)c1	-3
O=C(OC(C(=O)c1c[nH]c2ccccc12)c1ccccc1)c1cnccn1 (stereo not given)	-8
CC(=O)NCCC(=O)Nc1sc2c(c1-c1nc3ccccc3[nH]1)CCCC2	-25
CC(=O)Nc1sc(C)c(C)c1C(=O)OCC(=O)N(CC(C)C)c1c(N)n(Cc2ccccc2)c(=O)[nH]c1=O	15
CC(C)[C@H]1COCn2nncc2CC[C@H](C)C(=O)N1	-9[25 µM]
NS(=O)(=O)c1cccc(NC(=O)CSc2n[nH]c(-c3ccccc3Br)n2)c1	4
CC1(C)NC(=O)N(CC(=O)Nc2ccc(-n3cnnn3)cc2)C1=O	3
C/C=C/c1ccc([C@H]2[C@@H](CO)N(S(C)(=O)=O)[C@@H]2CN(C(C)=O)C(C)C)cc1	-1[25 µM]
COc1ccc2c3c(n(C)c2c1)[C@@H](CO)N(C(=O)c1ccncc1)CC31CN(C(C)=O)C1	1[25 µM]
CCCc1nnc(NC(=O)CCC(=O)NC2CCCC2)s1	6
CC1CCN(C(=O)COC(=O)CNC(=O)c2ccccc2F)CC1	18
CN(C)C(=O)[C@@H]1N[C@@H]2c3ccc(-c4ccc(F)cc4)c(=O)n3C[C@@H]2[C@H]1CO	-12[25 µM]
COc1ccc(/C=C/C(=O)NC(CCSC)C(=O)O)cc1 (stereo not given)	-1
Cc1ccccc1NC(=O)CCN1CCCC1	9
Cn1cnc([N+](=O)[O-])c1SCCO	9
O=C(c1ccc(S(=O)(=O)Nc2ccccc2Cl)cc1)N1CCCC1	12
COc1cccc(C#Cc2ccc3c(c2)O[C@@H](CN(C)C(=O)CN2CCOCC2)[C@H](C)CN([C@@H](C)CO)S3(=O)=O)c1	-8[25 µM]
CSCCC(NC(C)=O)C(=O)Oc1ccc2c3c(c(=O)oc2c1)CCCC3 (stereo not given)	-3
O=C(c1cc2c(s1)CCCC2)N1CCN(S(=O)(=O)c2ccccc2)CC1	-7
O=C(CSc1nnc2c(n1)[nH]c1ccc(S(=O)(=O)N3CCOCC3)cc12)Nc1ccc(F)c(F)c1	10
Cc1ccc(S(=O)(=O)NCC(=O)OCC(=O)N(CCC#N)c2ccccc2)cc1	8
COc1ccc(-c2cc(C(=O)Nc3cc(S(=O)(=O)N4CCOCC4)ccc3N3CCOCC3)c3ccccc3n2)cc1	2
Cc1cc(NC(=O)c2ccc(F)cc2)no1	-21
Cc1c(Cl)cccc1NC(=O)C1Cc2ccccc2CN1C(=O)c1ccccc1 (stereo not given)	-9
CC(N=C1NS(=O)(=O)c2ccccc21)C(=O)NCCCc1ccccc1 (stereo not given)	24
CCN1CCN(c2sc(S(C)(=O)=O)nc2S(=O)(=O)c2ccc(C)cc2)CC1	5
c1coc(CNC2C3CC4CC(C3)CC2C4)c1 (stereo not given)	1
CN1C(=O)c2cc(NC(=O)c3ccc(F)c(F)c3)ccc2OC[C@H]2O[C@H](CC(=O)N3CCCCC3)CC[C@@H]21	-9[25 µM]
COCC(=O)Nc1ccc2c(c1)[C@@H]1C[C@H](CC(=O)N[C@@H](C)c3ccccc3)O[C@H](CO)[C@@H]1O2	-3[25 µM]
CCCC1CCC(c2nc(-c3cccnc3)no2)CC1 (stereo not given)	-93
CCN(CC(=O)Nc1c(F)cccc1F)C(=O)CCNS(=O)(=O)c1ccc(C)c(C)c1	2
CC(=O)c1ccc(S(=O)(=O)Nc2cccc(S(=O)(=O)NC3=NCCC3)c2)cc1	7
Cc1ccc(NC(=O)CSc2nncs2)cc1Cl	-27
O=C(COc1ccc2ccc(=O)oc2c1)N1CCc2ccccc21	-20
CCCNC(=O)N1CCC2(CC1)CN(C(=O)COC)[C@@H](CO)c1[nH]c3cc(OC)ccc3c12	-3[25 µM]
Cc1cc(NC(=O)c2cc(C3CC3)on2)no1	-72
Cc1cccc(OCc2nnc(SCC(=O)N(C)C3CCCCC3)o2)c1	-1
O=C(CN1CCN(S(=O)(=O)c2ccccc2)CC1)N1CCc2ccccc21	3
COc1ccccc1-c1cnn2c(NCCc3ccccc3)cc(C)nc12	-53
c1ccc2c(NC3CCCC3)nnc(NC3CCCC3)c2c1	14
O=C(CCCc1nc2ccccc2s1)Nc1nccs1	47
O=C(NCCn1ccc2ccccc21)c1cccc([N+](=O)[O-])c1	-42
O=C(COc1ccc(C(=O)Nc2ccc(Cl)cc2)cc1)NCc1ccccc1	-2
Cn1c(=O)n(CCc2ccccc2)c(=O)c2c1nc1n2CCCN1Cc1ccccc1	13
CCOc1ccc(-n2ccn(CC(=O)NCCc3ccccc3)c(=O)c2=O)cc1	-4
COCC(=O)N1C[C@@H](C)[C@@H](OC)CN(C)C(=O)c2ccc(NC(=O)Nc3cccc(F)c3)cc2OC[C@H]1C	4[25 µM]
CCCCN(C(=O)CCN1C(=O)C2CC=CCC2C1=O)c1c(N)n(CCCC)c(=O)[nH]c1=O (stereo not given)	2
Nc1c(S(=O)(=O)c2ccccc2)c2nc3ccccc3nc2n1C1CC1	7
Cc1ccc(C(=O)N2CCC(C(=O)NC3CCCCCC3)CC2)cc1	-28
O=c1nc(Nc2ccccc2)sc2ccc([N+](=O)[O-])cc12	-9
CCN1CCN(S(=O)(=O)c2ccc(Cl)c(C(=O)N(CC)Cc3ccccc3)c2)CC1	5
O=C(Nc1ccc(F)cc1)N1CCCCN2[C@H](C1)[C@@H](c1ccc(-c3cccc(F)c3)cc1)[C@@H]2CO	7[25 µM]
N#C[C@H]1[C@H](c2ccc(C#CC3CCCC3)cc2)[C@@H](CO)N1C(=O)Cc1ccccn1	12[25 µM]
CCCC(=O)Nc1ccc2c(c1)C(=O)N(C)[C@H]1CC[C@@H](CC(=O)N3CCCCC3)O[C@@H]1CO2	-2[25 µM]
CCOc1ccc(CCNC(=O)COC(=O)COc2cc(C)cc(C)c2)cc1OCC	-1
c1cncc(CSc2ccc(-c3cccnc3)nn2)c1	-7
The results go on:
SMILES	BL2 CD40 inh
CC(C)(C)C(=O)Nc1nnc(SCc2cccc(F)c2)s1	-94
COc1ccc(C(=O)OC2C(OC)OCC(O)C2O)cc1 (stereo not given)	4
NC(=O)CN1C(=O)C2C3CCC(C3)C2C1=O (stereo not given)	-1
N#C[C@@H]1N[C@H](CO)[C@@H]1c1ccc(C#CC2CCCC2)cc1	-10
COc1ccc(N2C(=O)CCC(C(=O)NCc3ccccn3)C2c2ccc(F)cc2)cc1 (stereo not given)	2
CCCN(CC(=O)Nc1ccccc1OC)C(=O)CCC(=O)c1ccc(F)cc1	-9
CN(C)S(=O)(=O)c1ccc(C(=O)N2CCCC2c2nc3ccccc3s2)cc1 (stereo not given)	7
C[C@@H]1CN([C@H](C)CO)S(=O)(=O)c2ccc(-c3ccccc3)cc2O[C@@H]1CN(C)Cc1cncnc1	3[25 µM]
CN(CC(=O)Nc1ccc(F)cc1)C(=O)c1ccccc1Sc1ccccc1C#N	-19
CN(C)S(=O)(=O)Nc1cc(F)cc(F)c1	11
Cn1c(=O)n(-c2cccc(Cl)c2)c(=O)n1C	8
O=C(Oc1ccc(Nc2ncnc3ccccc23)cc1)c1cccnc1	-14
COc1ccc(C2Nc3cc(OC)ccc3-n3cccc32)cc1 (stereo not given)	3
N#C[C@H]1N[C@H](CO)[C@@H]1c1ccc(C#Cc2cccnc2)cc1	-18[25 µM]
CC(C)(C)NCc1cc2ccccc2[nH]c1=O	9
CCOC(=O)c1cc(-c2cccs2)[nH]n1	-11
CO[C@H]1CC[C@@H]2CCOc3c(C#N)cccc3C(=O)N(C)C[C@@H](OC)[C@@H](C)C(=O)N(C)C[C@H]1O2	-9[25 µM]
COc1ccc(S(=O)(=O)Nc2ccc3c(c2)C(=O)N([C@@H](C)CO)C[C@@H](C)[C@H](CN(C)C(=O)Nc2ccccc2)OCCCC[C@@H](C)O3)cc1	9
Cc1onc(-c2c(Cl)cccc2Cl)c1NC(=O)NC1CCSC1 (stereo not given)	4
O=C(CN1C(=O)NC2(CCCC2)C1=O)OCc1ccc(F)cc1	-3
O=C(Nc1nc(COc2ccccc2)cs1)c1ccccc1F	-40
O=C(Nc1ccc(NC(=O)c2cccs2)cc1)c1ccc2ccccc2c1	2

In the list so far, these contain two or more sulfur atoms.
SMILES	BL2 CD40 inh
Cc1ccc(S(=O)(=O)N2CCN(S(=O)(=O)c3cccs3)CC2)cc1	3
C[C@H](CO)N1C[C@H](C)[C@H](CN(C)S(=O)(=O)c2cccs2)OCc2cnnn2CCCC1=O	1[25 µM]
CN(/C(=N/S(=O)(=O)c1ccccc1)c1ccccc1)S(=O)(=O)c1ccccc1	4
CC1CN(S(=O)(=O)c2cccc(C(=O)NCC(c3cccs3)N3CCOCC3)c2)CC(C)O1 (stereo not given)	-4
O=C1NC(=S)SC1=Cc1ccccc1Cl	5
NS(=O)(=O)c1cccc(NC(=O)CSc2n[nH]c(-c3ccccc3Br)n2)c1	4
O=C(c1cc2c(s1)CCCC2)N1CCN(S(=O)(=O)c2ccccc2)CC1	-7
O=C(CSc1nnc2c(n1)[nH]c1ccc(S(=O)(=O)N3CCOCC3)cc12)Nc1ccc(F)c(F)c1	10
CCN1CCN(c2sc(S(C)(=O)=O)nc2S(=O)(=O)c2ccc(C)cc2)CC1	5
CC(=O)c1ccc(S(=O)(=O)Nc2cccc(S(=O)(=O)NC3=NCCC3)c2)cc1	7
Cc1ccc(NC(=O)CSc2nncs2)cc1Cl	-27
O=C(CCCc1nc2ccccc2s1)Nc1nccs1	47
CC(C)(C)C(=O)Nc1nnc(SCc2cccc(F)c2)s1	-94
CN(C)S(=O)(=O)c1ccc(C(=O)N2CCCC2c2nc3ccccc3s2)cc1 (stereo not given)	7
